HT1080-NT tox: kills 2HG-producing HT-1080-NT fibrosarcoma cells; HT-1080-NT fibrosarcoma viability, CellTiter-Glo ATP luminescence, 48 h; Potency, µM (titrated, usually from 46.1 µM), inactives show top-dose activity, negative = less viability, most hits filed as cytotoxic; actives 1.6% (n = 360,000); AID 686970;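 further: NT is the 2HG producing partner of a matched IDH1 knockdown line; potency means the concentration at half of the fitted maximal effect; 0% = DMSO-treated cells and -100% = media-only wells without cells; nearly all actives have a fitted effect of over 55% in size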
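Read-out is CellTiter-Glo luminescence after 10 minutes at room temperature, following 48 hours' compound treatment of HT-1080-NT cells (750 cells/well, RPMI, 5% FBS, 37 degrees C).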
DRD3 agonist: D3 dopamine receptor (human) agonism; max activation, %; P35462; D3R DiscoveRx beta-arrestin cells, luminescence, 90 min; actives 0.58% (n = 410,000); AID 652048; in the data active means max activation above about 30%; further: 0% is about no effect; mostly tested at two doses, the higher about 12 µM
Target sequence (P35462 whole entry, looked up): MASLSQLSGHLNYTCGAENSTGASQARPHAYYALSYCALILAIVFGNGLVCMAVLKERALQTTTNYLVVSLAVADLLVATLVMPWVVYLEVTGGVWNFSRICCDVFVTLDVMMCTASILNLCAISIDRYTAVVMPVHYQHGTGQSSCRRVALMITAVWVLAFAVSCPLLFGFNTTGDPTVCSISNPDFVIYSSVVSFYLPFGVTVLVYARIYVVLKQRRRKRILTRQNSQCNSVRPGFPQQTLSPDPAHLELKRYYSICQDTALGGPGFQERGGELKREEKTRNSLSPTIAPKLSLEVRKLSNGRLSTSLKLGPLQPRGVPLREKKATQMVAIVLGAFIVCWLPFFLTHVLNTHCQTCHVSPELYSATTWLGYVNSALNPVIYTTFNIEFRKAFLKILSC
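Agonist mode: compounds and dopamine controls were applied to plated cells for 90 min at 37 degrees C after an overnight attachment at 1500 cells/well. Luminescent read-out followed 30 - 60 minutes at room temperature with DiscoveRx detection reagent.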
KB-3-1 cytotox: kills parental KB-3-1 adenocarcinoma cells. KB-3-1 viability, CellTiter-Glo ATP luminescence, 72 h. Potency, µM (top dose mostly 46.1 µM), for inactives: at the highest dose activity change, negative = cytotoxic, usual class: cytotoxic. actives 1.4% (n = 400,000). AID 1347075; further: potency means the concentration at half of the fitted maximal effect; on the % scale 0 is the no-effect control and ±100 the full control effect; nearly all actives have a fitted effect of over 60% in size
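Luminescent ATP read-out (CellTiter-Glo) measures survival of drug-naive KB-3-1 cells after 72 h compound exposure at 37 °C. Titration series was screened from lowest to highest concentration, with DMSO vehicle plates as background controls.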
MCF10A rereplic: DNA re-replication induction in MCF 10a cells; Potency, µM (top dose mostly 46.1 µM), inactives show top-dose activity, positive = re-replication, usual class: activators; MCF 10A DNA re-replication, Hoechst nuclear intensity, 48 h; actives 2.9% (n = 350,000); further: potency means the concentration at half of the fitted maximal effect; % of control where 0% means no effect; nearly all actives have a fitted effect of over 50% in size
KB-V1 MDR tox: kills drug-selected multidrug resistant KB-V1 cells; KB-V1 MDR cells viability, CellTiter-Glo, 72 h; Potency, µM (doses to about 46.1 µM), inactives show at the highest dose activity change, negative = cytotoxicity, most hits filed as cytotoxic; actives 3.4% (n = 400,000); AID 1347076; further: potency means the concentration at half of the fitted maximal effect; on the % scale 0 is the no-effect control and ±100 the full control effect; nearly all actives have a fitted effect of over 60% in size
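Following 72 h at 37 degrees C with compound, KB-V1 cell viability was read by CellTiter-Glo luminescence, medium being phenol-red-free DMEM plus 10% FBS; concentration-response parameters came from normalized, curve-fitted qHTS data.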
GLP1R cytotox: cytotoxicity counter-screen for GLP-1 receptor inverse agonists | Potency, µM (top dose mostly 38.3 µM), for inactives: at the top dose activity change, negative = inhibition, most hits filed as inhibitors | HEK293 cAMP-luciferase reporter cells, luminescence, 24 h | AID 624418 | actives 0.13% (n = 410,000);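 further: loss of luciferase light is scored as toxicity; potency means the concentration at half of the fitted maximal effect; on the % scale 0 is the no-effect control and ±100 the full control effect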
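Compound-treated cells are incubated 24 hr at 37 deg C under 5% CO2 after a 12 hour attachment period, then luciferase detection reagent is added and luminescence is measured following 12 min at room temperature; lowered signal indicates toxicity.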
SW480 rerep: DNA re-replication induction in SW480 cells; SW480 DNA re-replication, Hoechst DNA content imaging, 48 h; actives 1.8% (n = 340,000); Potency, µM (series often up to 46.1 µM), inactives show top-dose re-replication activation, most hits filed as activators; further: potency means the concentration at half of the fitted maximal effect; % of control where 0% means no effect; nearly all actives have a fitted effect of over 55% in size
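Hoechst fluorescence of nuclei (405 nm excitation, 500-530 nm emission) measured by plate-scanning imager after 48 hr compound exposure at 37 C; re-replication scored as increased number of nuclei with elevated intensity.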
IL-1B inflam inh: inflammasome signaling inhibition, IL-1 beta readout; actives 4.7% (n = 360,000); AID 743279; activity change, % at 57.5 µM; THP-1 LPS/ATP IL-1B secretion, AlphaLISA, 16 h; stronger effect = lower value; in the data active means activity change below about -50%; inconclusive means mostly about -30% to -49%; further: on the % scale 0 is the no-effect control and ±100 the full control effect
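THP-1 cells pretreated 1 hr with compounds (up to 57.5 uM final), then stimulated with LPS (250 ng/mL final) plus ATP (1.25 mM final); secreted IL-1B measured by AlphaLISA after 16 hr, decreased signal indicating inhibition.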
HT1080 IDH1KD tx: toxicity to HT-1080 IDH1 knockdown cells (counter line) | HT-1080 IDH1 knockdown viability, ATP luminescence, 48 h | Potency, µM (titrated, usually from 46.1 µM), for the others: at the highest dose activity, negative = toxicity, most hits filed as cytotoxic | actives 2% (n = 360,000);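 further: potency means the concentration at half of the fitted maximal effect; 0% = DMSO wells and -100% = cell-free medium wells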
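Using the IDH1-knockdown HT-1080 line run in the same batch and compound series as the NT line, viability after 48 h at 37 °C was determined by CellTiter-Glo luminescence and expressed as % activity.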
Starred values were filed as active, the others as inactive; ? = inconclusive; / = not tested or not shown; [ ] = dose if it differs, or a comment. Unless noted, the call rests on the fitted dose curve; in most records, active means well fitted curve in the direction sought with a large enough effect; inconclusive means small, poorly fitted or top-dose-only effect, or another doubt; inactive means no such curve, though single readings can be large; an effect the other way counts as inactive or inconclusive.

SMILES | HT1080-NT tox | DRD3 agonist | KB-3-1 cytotox | MCF10A rereplic | KB-V1 MDR tox | GLP1R cytotox | SW480 rerep | IL-1B inflam inh | HT1080 IDH1KD tx
Cc1cc(C)n(-c2nncn2NC(=O)c2ccc(Cl)cc2O)n1 | -2% | 0 | 3% | 4% | 6% | 9% | 0% | 22 | 6%
O=P(OC1CCS(=O)(=O)C1)(c1ccccc1)c1ccccc1 (stereo not drawn) | -1% | -1 | 4% | 1% | 5% | -12% | -5% | 4 | 4%
Cc1nc(NC(=O)c2ccccc2)sc1C1(C)CC(c2ccccc2F)=NO1 (stereo not drawn) | -3% | 12 | 2% | 2% | 5% | 1% | -3%[9.22 µM] | 45 | -2%
CC(=O)N[C@H]1[C@H](Oc2ccc3c(c2)CCC2C3CC[C@]3(C)C(=O)CCC23)O[C@H](CO)[C@@H](O)[C@@H]1O (stereo partly drawn) | -1% | 3 | -21% | -6% | -6% | -9% | -3% | 59 | -2%
Cc1cccc(C)c1Nc1nnc(SCC(=O)NCc2cccs2)s1 | 7% | -4 | ? | ? | 2% | -5% | 0% | 10 | 14%
Cc1cccc(C(=O)N2CCN=C2SCc2ccc([N+](=O)[O-])cc2)c1 | -11% | 3 | 1% | 2% | ? | -6% | 0% | -97* | -13%
NC(=O)C[n+]1cccc(C(=O)Nc2ccccc2)c1 | 14% | 0 | -4% | 1% | 11% | 2% | 2% | -20 | -4%
Cc1cc(C(=O)CSc2nc3ccccc3n2C)c(C)n1C | 15% | 7 | 16% | -1% | -8% | -7% | ? | -28 | 9%
O=C(COc1ccc(Br)cc1Br)NC(=S)N1CCCc2ccccc21 | -1% | -13 | 1% | 5% | -23% | 3% | 11% | 27 | 6%
COC(=O)CN1C(=O)[C@H]2[C@@H](/C=C/c3ccccc3)N3C(=O)CN(Cc4ccccc4)C(=O)[C@@]3(Cc3ccccc3)[C@H]2C1=O | 3% | 14 | 16% | 3% | 8% | 7% | -4%[9.22 µM] | -6 | -1%
O=C(Cn1cnc2c(cnn2-c2ccc(Cl)cc2)c1=O)NCCc1ccccc1 | 12% | -2 | -5% | -2% | 0% | -15% | -2% | -6 | 18%
CC1(C)NC(=O)N(CC(O)COc2ccccc2C(=O)Nc2ccccc2)C1=O (stereo not drawn) | 6% | -1 | 10% | 0% | 17% | 1% | -15% | 0 | 8%
Cc1ccc(C)c(S(=O)(=O)C(C#N)c2nc3ccccc3nc2N2CC(C)OC(C)C2)c1 (stereo not drawn) | ? | 4 | 18µM* | ? | ? | 38%[activator] | ? | -16 | ?
CN(C)S(=O)(=O)c1cccc(-c2nnc(-c3ccccc3)o2)c1 | -6% | -18 | -5% | 17% | 23µM* | 1% | 1% | 4 | -11%
Oc1ccccc1CNCCCNCc1ccccc1O | -22% | 6 | -9% | 1% | -7% | ? | 0% | -24 | -28%

Random excerpt: 2 entries already listed.
SMILES | HT1080-NT tox | DRD3 agonist | KB-3-1 cytotox | MCF10A rereplic | KB-V1 MDR tox | GLP1R cytotox | SW480 rerep | IL-1B inflam inh | HT1080 IDH1KD tx
COC(=O)CN1C(=O)[C@H]2[C@@H](/C=C/c3ccccc3)N3C(=O)CN(Cc4ccccc4)C(=O)[C@@]3(Cc3ccccc3)[C@H]2C1=O | 3% | 14 | 16% | 3% | 8% | 7% | -4%[9.22 µM] | -6 | -1%
Cc1cc(C)n(-c2nncn2NC(=O)c2ccc(Cl)cc2O)n1 | -2% | 0 | 3% | 4% | 6% | 9% | 0% | 22 | 6%

Later entries:
SMILES | HT1080-NT tox | DRD3 agonist | KB-3-1 cytotox | MCF10A rereplic | KB-V1 MDR tox | GLP1R cytotox | SW480 rerep | IL-1B inflam inh | HT1080 IDH1KD tx
CCOC(=O)[C@@H]1[C@H]2COc3cc(OC)ccc3[C@H]2N2C(=O)N(c3ccc(C(F)(F)F)cc3)C(=O)[C@]12C | ? | 28 | ? | 13% | ? | ? | 1% | -17 | ?
COc1ccc(S(=O)(=O)c2cc3cc(C(C)(C)C)cc(O)c3oc2=O)cc1 | / | 0 | 0% | / | 4% | 21% | / | / | /
CCn1c2ccccc2c2nnc(SCC(=O)Nc3cc(C)on3)nc21 | 2% | 11 | -3% | -4% | 5% | -18% | 4% | -1 | 12%
Cc1cc(C)nc(SCC(=O)c2ccc(O)cc2O)n1 | 2% | 2 | -3% | 0% | -9% | 1% | -12% | 16 | 5%
NC(=S)NNC(=O)C12CC3CC(CC(C3)C1)C2 | 1% | 2 | -13% | ? | 0% | -14% | 11% | 20 | 21%
COc1cccc(C(NC(C)=O)c2nc(-c3cccc(NC(C)=O)c3)cs2)c1 (stereo not drawn) | 10% | 6 | 0% | / | 12% | 4% | / | 0 | 6%
Cc1c(C)c2cc(Cl)c(OCC(=O)NC3CC(C)(C)NC(C)(C)C3)cc2oc1=O | 10% | -4 | 1% | 13% | -8% | 8% | 1% | -16 | 15%
O=C(CN1CCC(NC(=O)c2ccccc2F)CC1)Nc1ccc2c(c1)OCO2 | -3% | 11 | -18% | 13% | -11% | -8% | -8% | -5 | 0%
CC(=O)Nc1ccc(NC(=O)c2cccc3ccccc23)cc1 | ? | 0 | 19% | 4% | 0% | -1% | -6% | 6 | ?
Brc1ccc(OCCCCCN2CCOCC2)cc1 | -15% | -12 | -19% | ? | ? | 20% | 1% | -59* | -6%
CCOc1ccc(NC(=O)c2cnc3scc(C)n3c2=O)cc1 | 5% | 0 | 3% | -2% | ? | -7% | -12% | 27 | 12%
COCC(=O)Nc1nnc(Cc2ccc(OC)c(OC)c2)s1 | 2% | 0 | 1% | 7% | ? | 5% | 1% | 104 | 2%
CC(C)CCN(C(=O)c1csnn1)C(C(=O)NC1CCCC1)c1ccc(F)cc1 (stereo not drawn) | -25% | -32 | -25% | 2% | ? | -24% | -2% | -63* | -2%
CCOc1ccc2nc(NC(=O)CC3Oc4ccccc4NC3=O)sc2c1 (stereo not drawn) | 6% | -4 | -7% | 4% | -5% | -8% | ? | 118 | 7%
Cc1cccc(C(=O)O/N=C/c2c(Cl)n(C)c3ccccc23)c1 | 3% | 2 | 8% | 3% | 3% | 22% | -2% | 24 | 3%
CCn1c(=O)c(C(=O)NNS(=O)(=O)c2ccc(Br)cc2)c(O)c2ccccc21 | 14% | -1 | -9% | 25% | 0% | -23% | -1% | 0 | -5%
CC1CCN(c2nn3c(=O)c(C(=O)NC(C)C)cnc3s2)CC1 | / | 5 | 15% | / | 0% | -13% | / | / | /
CCCc1cc(=O)oc2cc(C)cc(OCC(=O)NC3CCN(Cc4ccccc4)CC3)c12 | -8% | -20 | -16% | 0% | -13% | 3% | 11% | 9 | 1%
COc1ccc(Nc2nc3c(S(=O)(=O)c4ccccc4)nnn3c3ccc(Cl)cc23)cc1OC | / | -10 | 1% | / | 0% | 5% | / | / | /
COc1ccc(OCCC(=O)OCC(=O)NC2CCCCCCC2)cc1 | 2% | -6 | 7% | 0% | ? | -14% | 3% | 14 | 2%
O=C(O)c1ccccc1Oc1ccc(Oc2ccccc2)cc1 | 5% | 0 | 13% | 18% | 20% | -5% | -3% | 0 | 2%
CCC(Oc1ccccc1)C(=O)N1CCN(CC)CC1 (stereo not drawn) | -4% | -1 | 0% | -1% | 14% | -10% | 4% | -12 | 3%
COCCNC(=O)CN1C(=O)COc2ccc(S(=O)(=O)N3CC(C)CC(C)C3)cc21 (stereo not drawn) | -15% | 4 | -1% | 0% | 26% | 4% | -1% | -16 | 4%
O=C(CN1C(=O)S/C(=C/C=C/c2ccccc2)C1=O)Nc1ccc(C(=O)O)cc1 | 7% | 16 | 2% | ? | 30% | -4% | -6% | -24 | 1%
COCCN(CC(=O)Oc1ccccc1P(=O)(OC)OC)Cc1ccccc1 | -2% | -5 | 2% | -20% | -11% | 25% | ? | / | 24%
O=C(OC1CCCCC1)c1ccc(NC(=O)c2ccco2)cc1 | -30% | -1 | 0% | 15µM* | -3% | -16% | 11% | -27 | ?
CC(C)=CCc1c2c(c3occ(-c4ccc(O)c(O)c4)c(=O)c3c1O)C=CC(C)(C)O2 | ? | -9 | ? | 9.2µM* | -14% | ? | 15% | -62* | ?
O=C(Cn1cnc2c(oc3ccccc32)c1=O)N1CCCC1 | 2% | 3 | -4% | -1% | 7% | 8% | -3% | 51 | 1%
O=C(CCN1C(=O)C2C3C=CC(C3)C2C1=O)N1CCN(c2ccc([N+](=O)[O-])cc2)CC1 (stereo not drawn) | -2% | -3 | -10% | -4% | -2% | ? | -13% | 18 | -4%
Cc1ccc(S(=O)(=O)N2CCC(C(=O)OCc3ccc([N+](=O)[O-])cc3)CC2)cc1 | 17% | -2 | 4% | 10% | 0% | -4% | 0% | 23 | 16%
CS(=O)(=O)N(CC(=O)N1CCOCC1)c1cccc(Cl)c1Cl | -15% | -3 | -9% | -1% | -9% | -2% | ? | 3 | -15%
Cc1cc2c(cc1S(=O)(=O)CCC(=O)Nc1ccc(OC(F)(F)F)cc1)OCC(=O)N2 | / | 5 | 4% | / | -3% | -13% | / | / | /
COc1cc(C(=O)Nc2ccc(NC(=O)C3CCCCC3)nc2)cc(OC)c1OC | ? | -5 | 5% | 12% | -10% | 8% | -4% | -1 | ?
O=C(Cc1ncc(C(F)(F)F)cc1Cl)NCCc1ccccc1 | 14% | -3 | 3% | 0% | 12% | -5% | -1% | 8 | 2%
O=C(NCc1ccc(Cl)cc1)c1cc2c(nc3sccn32)s1 | -4% | -7 | 0% | 15% | ? | 0% | -15% | 22 | -8%
CC1CC(C)CN(C(=O)c2cc(S(=O)(=O)N3CCCCC3)ccc2Cl)C1 (stereo not drawn) | -2% | -1 | 0% | 2% | -6% | -3% | 6% | 48 | 0%
COC(=O)c1cc(NC(=O)c2cc(-c3ccc(OC)cc3)oc2C(F)(F)F)ccc1N1CCOCC1 | -24% | 6 | -22% | 0% | 2% | -26% | -3% | -14 | ?

No enrichment for hits; 11% or so of the library scored in one or more.
